# KDM5B inh: KDM5B demethylase inhibition; Q9UGL1; KDM5B demethylase, FDH-coupled NADH fluorescence (FDH is formaldehyde dehydrogenase); Potency, µM (highest dose often 57.7 µM), for the others: at the top dose activity change, negative = inhibition, usual class: inhibitors; 220,000 compounds, 2.6% hits; active = well fitted inhibition curve with a large enough effect; inconclusive = small, poorly fitted or top-dose-only effect; inactive = no such curve, though single readings can be large or run the other way; also: 0% is about no effect; nearly all actives have a fitted effect of over 70% in size
#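 Here, H3K4me3 peptide (12.5 µM in substrate mix) is demethylated by KDM5BΔAP, 200 nM final, after 10 min compound exposure. Formaldehyde product is coupled through FDH (0.25 U/mL in mix) to NADH fluorescence; 30-min ΔRFU feeds dose-response curves.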
# Active calls of the source: *; i = inactive; ? = inconclusive; [ ] = dose if it differs, or a comment. Potency is read from the fitted curve at half-maximal effect. Only part of the results is shown (hit frequency here may not be typical).
SMILES,KDM5B inh
CCc1ccccc1NC(=O)Cn1c(-c2ccc(F)cc2)nc(C)cc1=O,16%
CCCCCCCCCOc1cccc(CNc2cccc3ccccc23)c1,?
Cc1cccc(Cn2c(Sc3ncccn3)nc3c2c(=O)[nH]c(=O)n3C)c1,5%
O=C(CSc1nc2ccccc2o1)N(Cc1ccccc1)Cc1ccco1,-28%
CCOC(=O)c1ccc(NC(=O)CSc2ccc3ccccc3n2)cc1,5%
Cc1cc(C)n2nc(C(=O)OCc3cc(=O)oc4cc(C)c(C(C)C)cc34)nc2n1,9%
O=S(=O)(c1ccccc1)N1CCC(c2nc(CCOCC3CC3)no2)C1 (stereo not drawn),-24%
O=C(NCc1ccccn1)C1c2ccccc2C(=O)N(C2CCCC2)C12CCCCC2 (stereo not drawn),-13%
COc1ccc(Nc2nc(-c3ccc(OC)cc3)c(CCC(=O)O)s2)cc1,10%
CSc1ccc(CNC(=O)c2noc(-c3ccc(F)cc3)n2)cc1,-39%
COc1ccc(Nc2nc(Cl)nc(Nc3cccc([N+](=O)[O-])c3)n2)cc1,9%
COc1ccccc1NC(=O)c1ccc([N+](=O)[O-])o1,14%
Cc1noc(C)c1-c1nc(CS(=O)(=O)c2ccc(Cl)cc2)no1,6%
Cn1c(-c2ccc(CN3CCc4[nH]cnc4C3C(=O)O)o2)nc2ccccc21 (stereo not drawn),28µM*
CCOC(=O)C(=O)Nc1ccc(O)c(C(=O)OC)c1,-14%
O=C(COc1ccc(NC(=O)C2CC2)cn1)NCc1ccccc1F,-14%
O=C(Cn1c(=O)c2cccn2c2ccc(F)cc21)NCc1cccc(Cl)c1,?
Cc1ccc2c(=O)cc(C(=O)Nc3sc4c(c3C(=O)NCc3ccco3)CCC4)oc2c1,-8%
CC(=O)Nc1cc(C(=O)NCc2ccc(F)cc2)ccc1S(=O)(=O)c1ccc(C)cc1,?
CNc1oc(-c2cc(S(=O)(=O)N(C)Cc3ccccc3)c(C)o2)nc1C#N,-7%
COc1ccc(-n2nc(C)c(CCC(=O)NCC(C)C)c2Oc2ccccc2)cc1,7%
Cn1c(=O)c2c(nc(Cl)n2CC(=O)NCc2ccccc2Cl)n(C)c1=O,14%
C[C@H]1CCCN1C(=O)c1nnc(CNc2ccc(C(=O)O)cc2)n1-c1ccccc1,14%[86.2 µM]
COc1ccc(F)cc1C(=O)NCc1c(C)ncc2c1CCNC2,-20%
COC(=O)c1ccccc1NC(=O)Cn1cnc2sc(C)c(S(=O)(=O)N3CCC(C)CC3)c2c1=O,-9%
O=C(CCn1nnc2ccccc21)N1CCOCC(O)(CN2CCCC2)C1 (stereo not drawn),?
CC(NC(=O)c1cccnc1Cl)c1ccc2c(c1)CCCC2 (stereo not drawn),10%
O=C(NCC1(N2CCOCC2)CCCC1)c1cn(Cc2ccccc2Cl)nn1,52%[activator]
COc1cccc(C2Cn3nnc(-c4nc(-c5ccc(OC(F)(F)F)cc5)no4)c3CO2)c1 (stereo not drawn),-6%
COc1ccc(CN2CCCn3nc(C)c(-c4ccccc4C(C)C)c32)cc1O,-29%[86.2 µM]
COC(=O)c1ccc(NC(=O)CN2C(=O)CCc3cc(S(=O)(=O)N4CCCCC4)ccc32)cc1,7%
O=C(Nc1cccc(F)c1)N1CCC(Oc2ccccc2-c2nc(-c3ccncc3)no2)C1 (stereo not drawn),?
O=Cc1cc(F)ccc1N1CCOCC1,15%
Clc1ccc(COc2ccccc2CNCc2cccnc2)c(Cl)c1,6%
CC(C)CCNc1nc(C(=O)Nc2nnc(C3CC3)s2)cs1,-15%
O=C(CC1COCCN1)N1CCC2(CCC(=O)N(CCc3ccncc3)C2)CC1 (stereo not drawn),?
COc1ccc(C(=O)N[C@H](c2cccs2)C2CC(O)C2)c(F)c1F (stereo partly drawn),15%
O=C(Nc1nnc(S(=O)(=O)N2CCCc3ccccc32)s1)c1ccccc1Br,0%
Cc1cc(S(=O)(=O)NCCc2ccncc2)cc(C)c1F,17%
Cc1cc(C[C@@H]2COC[C@@H]2NC(=O)Cn2ncc3ccccc32)on1,9%
CC(C)N1CC2(C1)C(=O)N(Cc1ccccc1F)C(=O)[C@@H]1C[C@@H](O)CN12,2%[86.2 µM]
CC(C)[C@@H]1CN(c2nccc(C(F)(F)F)n2)C[C@H]1NS(C)(=O)=O,-23%
Cc1cc(C)cc(-n2ccn(Cc3ccc(F)cc3)c(=O)c2=O)c1,?
Cc1[nH]c(SCC(=O)NCCc2ccccc2)nc1Cc1ccccc1,19%
CCn1c(=S)[nH]c2cc(Cl)ccc21,-8%

# Structures listed so far that bear a hit mark in KDM5B inh.
SMILES,KDM5B inh
Cn1c(-c2ccc(CN3CCc4[nH]cnc4C3C(=O)O)o2)nc2ccccc21 (stereo not drawn),28µM*

# Continuation.
SMILES,KDM5B inh
Cc1cc(Cl)ccc1OCC(=O)N(Cc1ccc(N(C)C)cc1)CC1CCCO1 (stereo not drawn),?
CCOC(=O)NC(=O)COC(=O)CNC(=O)c1cccc(C)c1,5%
CC(=O)N1c2ccccc2C(=O)C1N1CCN(c2cc(Cl)ccc2C)CC1 (stereo not drawn),?
O=C(CCc1cc2ccccc2o1)NC1CCCCC1,-12%
CCc1nnc(NC(=O)CCC(=O)NCc2ccc(OC)cc2)s1,23%
CC1CCC(NC(=O)c2cc(-c3ccccc3)nc3ccccc23)CC1 (stereo not drawn),-8%
CCC1CCCCN1S(=O)(=O)c1ccc(C(=O)Nc2sc3c(c2C(N)=O)CCC3)cc1 (stereo not drawn),?
Cc1nn(C)c2ncc(NC(=O)CCc3ncc(-c4ccccc4F)o3)cc12,14%
CC(C)CCNC(=O)Cn1nc2c(cc1=O)CCCC2,-13%
CCOC(=O)CSc1nc(-c2ccc(F)cc2)cc(C(F)(F)F)c1C#N,?
C#Cc1cccc(NS(=O)(=O)c2ccc(OC)c3ncccc23)c1,-10%
CSc1ccc(CN(C)C(=O)C(Cc2ccccc2)NC(=O)c2ccccc2)cc1 (stereo not drawn),9%
N#Cc1c(Cl)cccc1N1CCCC1,?
Cc1ccc(NC(=O)N2C[C@@H](Oc3cccnc3)C[C@H]2C(=O)N2CCCC2)cc1C,2%
CCCc1noc(-c2cccn3c(CNC(=O)c4cc(F)ccc4Cl)nnc23)n1,25µM*
COCCc1noc(-c2nc(-c3ccc(Cl)cc3)no2)n1,7%
CCc1nc2c(c(-c3ccc(Cl)cc3)n1)CN(C(=O)Cc1cccc(Cl)c1)CC2,-25%
COc1ccc(OC)c(S(=O)(=O)NCC2CNCCOC2)c1 (stereo not drawn),9%
COCCC1(C(=O)O)CCN(c2ccnc3c(C(F)(F)F)cccc23)CC1,-19%
CC(Oc1cc(Cl)ccc1Cl)C(=O)Nc1ccnn1C(C)C (stereo not drawn),9%
O=C(NC1CCCC1)N1CCCCCC1CN1CCOCC1 (stereo not drawn),-20%
OC1CCN(Cc2csc(-c3ccccc3)n2)CC1,-10%
COc1ccc(CNC(=O)N2CCCOCCNC(=O)[C@@H]3CCCC[C@@H]32)cc1,17%
Cc1cc(NC(=O)c2ccc(Cn3ccn4nc5c(c4c3=O)CCCC5)cc2)ccc1F,?
CC(C)(CNC(=O)CC1CCCC1)C(N)=O,-2%
CCOc1cccc(C2c3[nH]c4ccccc4c3CCN2C(=O)CSCc2ccc(F)cc2)c1 (stereo not drawn),?
CN(Cc1ccon1)Cc1cc2n(n1)CCN(C(=O)c1ncoc1C1CC1)C2,-34%
CCCc1cc(=O)[nH]c(Nc2ccc(OCC)cc2)n1,-18%
COc1ccc(CNc2ncnc3c2CN(C2CCNCC2)C(=O)CN3C)cc1OC,?
CC(C#N)(NC(=O)CSc1ccc2ccccc2n1)C1CC1 (stereo not drawn),-9%
CCCn1nc(C(=O)OCCO)c2ccccc2c1=O,9%
CCOC(=O)N1CCN(c2ncc3c(n2)CC(c2ccc(OC)c(OC)c2)CC3=O)CC1 (stereo not drawn),-9%
COc1ccc(Cn2c3c(c(=O)n2Cc2ccccc2)CCN(Cc2c(C)noc2C)C3)cc1,?
C[C@H](NC(=O)[C@@H]1Cc2ccccc2CN1C(=O)OC(C)(C)C)C(=O)NCC1CCCO1 (stereo partly drawn),-9%
COCCCNC(=O)N1CCN(c2nnc(C)c3c(C)n(-c4ccc(Cl)cc4)nc23)CC1,-25%
CCC(C)c1ccc(NC(=O)N2CCN(Cc3ccc(Cl)s3)CC2)cc1 (stereo not drawn),-12%
COc1cc(CN2CCc3nc(N(C)C)[nH]c(=O)c3CC2)cc(OC)c1OC,-12%
CCOc1ccccc1CNC(=O)c1ccc2c(c1)CC(=O)N2C,4%
CCC(C)NC(=O)c1sc2nc(C)c(C(=O)Nc3ccc(C)cc3C)c(-c3ccc(NC(C)=O)cc3)c2c1N (stereo not drawn),?
NS(=O)(=O)c1ccc(CCNC(=O)c2ccc(Cl)s2)cc1,-23%
Cc1cccc(CC(=O)N2CCCC(CN3CCCC3)CC2)c1 (stereo not drawn),?
CCC(C)NC(=O)CSc1nc2cc3c(cc2c(=O)n1CCCC(=O)NCc1ccc2c(c1)OCO2)OCO3 (stereo not drawn),-2%
Cc1onc(-c2ccccc2)c1-c1nnc(CSc2nnnn2C2CCCCC2)o1,6%
CCOc1cc2cc(C(=O)c3cc(C)ccc3O)cnc2cc1OC,-13%
COc1ccc(N2CCN(CCCNC(=O)c3ccc4nc(Cc5ccccc5)oc4c3)CC2)cc1,-12%
C=C(C)Cn1c(=O)c2c(ncn2Cc2ccco2)n(Cc2ccccc2)c1=O,-7%
CCn1c(SCC(=O)Nc2cc(C)ccc2F)nnc1-c1ccccc1O,-4%
N=C(N)N1CCN(c2ccccc2)CC1,-4%
C/C(=C\c1ccc([N+](=O)[O-])cc1)C(=O)c1ccccc1,21%
Cc1cccc(S(=O)(=O)N2CCc3c(C(=O)NC(C)C)cccc32)c1,7%
COc1ccccc1CCC(=O)N1CCC(n2nccc2NC(=O)CC(C)C)CC1,6%
COc1ccc(OC)c(CCNc2ncnc3onc(-c4ccc(Cl)cc4)c23)c1,?
COc1ccc(NC(=O)C2Cn3cccc3C(=O)N2)c(OC)c1 (stereo not drawn),?
Fc1ccccc1COc1ccc(Br)cc1CNc1nn[nH]n1,3%
COc1cc(/C=C2\CCCc3c2nc2ccccc2c3C(=O)O)cc(Cl)c1O,?
CCN1CCC(N2CCC(Oc3ccccc3-c3nc(-c4ccncc4)no3)C2)CC1 (stereo not drawn),-12%
CCOc1ccc(Cl)cc1S(=O)(=O)NC1CCCC1,10%
O=C(NCCc1ccccn1)c1cc(-c2ccncc2)nc2ccccc12,4%
COCCN1C(=O)c2[nH]nc(-c3ccccc3O)c2C1c1ccc(OCc2ccccc2)c(OC)c1 (stereo not drawn),1%
O=C(O)CCC(=O)N[C@H]1CCN2C(=O)c3cc(-c4ccc(F)cc4F)ccc3NC(=O)[C@H]12,1%

# 14 structures from above, ordered by SMILES length, largest number first.
SMILES,KDM5B inh
O=C(O)CCC(=O)N[C@H]1CCN2C(=O)c3cc(-c4ccc(F)cc4F)ccc3NC(=O)[C@H]12,1%
CCC(C)NC(=O)CSc1nc2cc3c(cc2c(=O)n1CCCC(=O)NCc1ccc2c(c1)OCO2)OCO3 (stereo not drawn),-2%
COCCN1C(=O)c2[nH]nc(-c3ccccc3O)c2C1c1ccc(OCc2ccccc2)c(OC)c1 (stereo not drawn),1%
COc1ccc(N2CCN(CCCNC(=O)c3ccc4nc(Cc5ccccc5)oc4c3)CC2)cc1,-12%
CCN1CCC(N2CCC(Oc3ccccc3-c3nc(-c4ccncc4)no3)C2)CC1 (stereo not drawn),-12%
C=C(C)Cn1c(=O)c2c(ncn2Cc2ccco2)n(Cc2ccccc2)c1=O,-7%
Cc1cccc(S(=O)(=O)N2CCc3c(C(=O)NC(C)C)cccc32)c1,7%
C/C(=C\c1ccc([N+](=O)[O-])cc1)C(=O)c1ccccc1,21%
O=C(NCCc1ccccn1)c1cc(-c2ccncc2)nc2ccccc12,4%
COc1ccc(NC(=O)C2Cn3cccc3C(=O)N2)c(OC)c1 (stereo not drawn),?
CCOc1cc2cc(C(=O)c3cc(C)ccc3O)cnc2cc1OC,-13%
Fc1ccccc1COc1ccc(Br)cc1CNc1nn[nH]n1,3%
CCOc1ccc(Cl)cc1S(=O)(=O)NC1CCCC1,10%
N=C(N)N1CCN(c2ccccc2)CC1,-4%

# (listing goes on)
SMILES,KDM5B inh
CC1=C(C(=O)Nc2ccc(Cl)cc2)C(c2ccc(C(F)(F)F)cc2)n2nnnc2N1 (stereo not drawn),?
Cc1cnc(C(=O)NC2C[C@H]3CC[C@@H](C2)N3C(=O)c2sccc2C)cn1 (stereo partly drawn),-9%
CCOC(=O)N1CCN(C(=O)c2cc3cc(C)ccc3[nH]2)CC1,-15%
Cc1ccc(S(=O)(=O)N2CCC(Oc3ccc(C(N)=O)cn3)CC2)cc1,15%
COC(=O)C1CCN(C(=O)Cn2nc(C(=O)O)c3ccccc3c2=O)CC1,3%
C[S+](=O)([O-])N1Cc2ccccc2CC2(CCCN2CC2CCNCC2)C1 (stereo not drawn),-16%[115 µM]
CCOc1ccc(NC(=O)CNS(=O)(=O)c2ccc(Br)s2)cc1,-1%
COCCN1C(=O)c2ccccc2C(C(=O)Nc2ccc3c(c2)OCCO3)C12CCCC2 (stereo not drawn),?
CSc1ccccc1NC(=O)c1c(F)cccc1F,14%
Cc1c(C)c2ccc(OCC(=O)NCCCO)cc2oc1=O,i
O=C(c1ccc2c(=O)n3c(nc2c1)CCCCC3)N1CCN(c2ccc(F)cc2)CC1,10%

# Reformatted with values ahead of the structure: entries from further up
KDM5B inh	Compound
i	Cc1c(C)c2ccc(OCC(=O)NCCCO)cc2oc1=O
10%	O=C(c1ccc2c(=O)n3c(nc2c1)CCCCC3)N1CCN(c2ccc(F)cc2)CC1

# High-throughput results deposited in PubChem BioAssay by National Center for Advancing Translational Sciences (NCATS).
